Screening results: PubChem BioAssay, several laboratories
AID2073: inhibitors of Mint1-CaV2.2 protein interaction, biochemical, HTRF (AID 2073). HTRF protein-protein interaction, Mint1-CaV2.2; higher % means a stronger effect. 290,000 compounds, 0.19% hits. inhibition, % at 20 µM, or IC50 in µM where a hit was titrated; in the data active means inhibition mostly above about 51%, no sharp cut-off; inconclusive means no clear call, values can overlap the other calls; inactive means mostly below about 53%; further: some results filed as inactive read as strong as hits
Myeloid diff 2: myeloid differentiation induction; calls only at 10 µM; ER-HoxA9 myeloid progenitors, lysozyme-GFP differentiation, flow cytometry; 360,000 compounds, 1% hits; AID 624256;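 active means normalized GFP-positive differentiation at or above the plate's own cutoff, the solvent-only control mean plus 3 SD; inconclusive means no clear call, values can overlap the other calls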;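 further: cells exposed to compound for four days before flow analysis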
XIAP displacement: small molecules displacing peptide from XIAP – biochemical, IAP family, fluorescence polarization (AID 1018). XIAP BIR domain, fluorescence polarization peptide displacement; higher % means a stronger effect. displacement, % at 20 µM, or IC50 in µM where a hit was titrated. 200,000 compounds, 0.007% hits; in the data active means displacement above about 50%; further: a part of the inactive calls stands beside numbers as strong as those of hits
LYP inhibition: inhibitors of LYP phosphatase, biochemical, fluorescence intensity, uHTS (AID 1779); inhibition, % at 11.5 µM; hits with a dose series show IC50 in µM; recombinant LYP phosphatase, fluorescence intensity; higher % means a stronger effect; 290,000 compounds, 0.054% hits;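 further: plate controls were vehicle with enzyme for no effect and no enzyme for full effect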
SIAH1 antagonists: blockers of Siah-1 interaction with plectin peptide – biochemical, fluorescence polarization, rhodamine-plectin, uHTS, primary screen (AID 1817). one-dose displacement, % at 20 µM; IC50 in µM for titrated hits. 290,000 compounds, 0.02% hits. Siah-1 / rhodamine-plectin peptide fluorescence polarization; higher % means a stronger effect;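 active means displacement of at least 50% at 20 µM, with a fluorescence ratio check between 0.3 and a set limit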;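 further: plate controls were Siah plus tracer with DMSO for no effect and tracer alone without Siah for full effect; strong numbers were not always called active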
HIV fusion peptide: inhibitors of HIV fusion peptide binding, primary screen, biochemical, uHTS, fluorescence dequenching (AID 1986); cell-free peptide binding, fluorescence dequenching, 30 min; higher % means a stronger effect; inhibition, % at 20 µM; hits with a dose series show IC50 in µM; 290,000 compounds, 0.3% hits; in the data active means inhibition mostly above about 52%, no sharp cut-off; inactive means mostly below about 76%; further: some results filed as inactive read as strong as hits
Dengue-2 NS5 capping: Dengue-2 NS5 methyltransferase inhibitors, primary screen, biochemical, confirmation dose response (AID 588689) | Dengue-2 NS5 methyltransferase capping enzyme assay, biochemical; higher % means a stronger effect | inhibition, % at 25 µM, or IC50 in µM where a hit was titrated | 340,000 compounds, 0.3% hits; in the data active means a potency from the dose series; inconclusive means inhibition above about 29% without an active follow-up result
HEK293 NOD2/NF-kB: NOD2 signaling inhibitors, cell-based, luminescence, uHTS, HEK293 (AID 1566) | HEK293 NOD2/NF-kB luciferase reporter, luminescence; higher % means a stronger effect | one-dose inhibition, % at 4 µM; EC50 in µM for titrated hits | 290,000 compounds, 0.63% hits; further: many of its hits are not listed in these tables
Lipid droplet: hepatic lipid droplet formation modulation; inhibition, % at 6.5 µM; AML12 mouse hepatocytes, oleate lipid droplets, BODIPY imaging; AID 1656; 240,000 compounds, 0.4% hits;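 active means lipid droplet intensity inhibited by at least 50%, with more than 500 cells counted; inconclusive means wells with under 300 cells, treated as cytotoxic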
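Assay system: AML12 mouse liver cells | Compound dosing: One dose, 6.5 µM compound | Read-out basis: Droplet intensity reduction, % inhibition | Measured by: Fluorescence imaging, 20x objective, two fields per well | Schedule: Overnight treatment with compound plus oleate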
Lipid droplet cells 6.5 µM: further read-out of Lipid droplet, marked with its call; cell count; measured here: cell count, cytotoxicity flag;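 cells counted across two imaged fields per well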
Dengue-2 NS5 capping pilot replicate: also measured in Dengue-2 NS5 capping; calls as there; inhibition, %; measured here: pilot screen replicate inhibition
Myeloid diff 2 GFP+ MAC1+ %: further read-out of Myeloid diff 2, marked with its call; GFP+ MAC1+ double positive, %; measured here: differentiation confirmed by MAC1 staining
Numbers without * were called inactive; i = inactive; ? = inconclusive; / = no result given. Unless noted, no stated cut-off is given here; in the data, active means inhibition above about 50%; inactive means the rest. Some of the compounds tested (hit frequency here may not be typical).

SMILES | AID2073 | Myeloid diff 2 | Myeloid diff 2 GFP+ MAC1+ % | XIAP displacement | LYP inhibition | SIAH1 antagonists | HIV fusion peptide | Dengue-2 NS5 capping | HEK293 NOD2/NF-kB | Lipid droplet | Lipid droplet cells 6.5 µM | others
COc1cccc(C(=O)Oc2cc3c4c(c2)C(C)=CC(C)(C)N4C(=O)C3=O)c1 | 7% | i | 6.0 | -1.2% | 5% | 2% | 0.3% | 10% | 26% | / | /
COc1ccc(/C=N/NC(=S)Nc2c(C)n(C)n(-c3ccccc3)c2=O)cc1OC | -4% | i | 0.6 | / | 5% | -2% | 0.4% | 0% | -4% | 1 | 740
CCCCc1nc2cc(C(=O)N3CCCCC3CCNC(C)=O)ccc2o1 (centres undefined) | -1% | i | 1.4 | / | -8% | 1% | -1.1% | 13% | 11% | -1 | 628
Cc1nc2ccccc2c(-c2ccccc2)c1C(=O)c1ccccc1 | -1% | i | 3.9 | -13% | 2% | -4% | -3.1% | -5% | 8% | 4 | 794
O=C1c2ccccc2C(=O)C12OC2c1cccc2ccccc12 (centres undefined) | 4% | i | 0.2 | -5.4% | 3% | 7% | 2.5% | ? | -11% | 7 | 665
COc1ccc(CCNC(=O)c2ccc(NC3=NC4CS(=O)(=O)CC4S3)cc2)cc1OC (centres undefined) | 14% | ? | / | / | -8% | 10% | 0.8% | 3% | 7% | 0 | 711
CSc1ncccc1C(=O)Nc1ccncc1 | 11% | i | 1.2 | / | -8% | -5% | 0.5% | 0% | -5% | 2 | 688
S=c1[nH]c2ncccc2o1 | 0% | i | 0.6 | -4.8% | 0% | 5% | -1.4% | 0% | -4% | 3 | 789
O=C(O)c1ccc(N2C(=O)CC(Cc3ccccc3)C2=O)cc1 (centres undefined) | 7% | i | 0.7 | -3.2% | -4% | 0% | 4.2% | 6% | -11% | / | /
CN1CCN(CC(=O)Nc2c(C(=O)C3CC3)oc3ccccc23)CC1 | 6% | i | 0.5 | -2.5% | -1% | -5% | -1.3% | 3% | 20% | / | / | Dengue-2 NS5 capping pilot replicate=0.3
COc1cc(NC(=O)COc2cc(O)c3c(c2)OC(C)(C)CC3=O)cc(OC)c1 | 7% | i | 3.1 | / | -5% | 0% | -0.5% | -6% | 15% | / | /
O=C(C1CCN(C2CCN(C/C=C/c3ccccc3)CC2)CC1)N1CCOCC1 | 1% | i | 0.8 | -5.0% | -9% | -2% | 0.9% | -2% | -17% | 9 | 718
CCOC(=O)C1=NOC(COc2ccccc2C=O)C1 (centres undefined) | 5% | i | 0.4 | -5.6% | 0% | 2% | 0.4% | 1% | 2% | 10 | 774
Cc1ccc(N2CC(C(=O)OCC(=O)C(C)(C)C)CC2=O)cc1 (centres undefined) | 9% | i | 0.4 | -6.4% | -4% | -5% | -0.6% | -1% | -3% | / | / | Dengue-2 NS5 capping pilot replicate=-0.1
CC1C(=O)C(C)C(c2ccc([N+](=O)[O-])cc2)NC1c1ccc([N+](=O)[O-])cc1 (centres undefined) | 0% | i | 0.4 | 0.4% | 0% | -2% | -0.9% | -6% | 8% | -8 | 684
O=C(c1cccc(OC2CCN(Cc3ccc(F)cc3Cl)CC2)c1)N1CCCC1 | 19% | i | 2.6 | / | -5% | 9% | -0.8% | 3% | 10% | -1 | 635
CCCSCCCNC(=O)Cn1c(=O)c2cccn2c2ccccc21 | 8% | i | 0.6 | / | -1% | 6% | -1.2% | -1% | 28% | -4 | 828
CCC1CCCCN1C(=O)c1c[nH]c2ccc(S(=O)(=O)N(C)c3ccc(Cl)cc3)cc2c1=O (centres undefined) | 2% | i | 8.5 | 1.2% | 4% | -4% | 1.6% | -1% | 2% | 7 | 789
COC(=O)c1[nH]c2ccccc2c1CN1CCOCC1 | 15% | i | 0.7 | / | -8% | 0% | -0.5% | 0% | -5% | 1 | 751
CN1CCC(NC(=O)Nc2ccc(Br)cc2)CC1 | 5% | i | 0.2 | / | -4% | -4% | -1.0% | -5% | -3% | 2 | 706
CCc1ccc(OCC(=O)Oc2ccc([N+](=O)[O-])cc2)cc1 | 3% | i | 0.5 | / | -7% | -2% | 0.8% | -7% | -2% | -1 | 814
CN(C)C(CNC(=O)c1ccccc1C(F)(F)F)c1ccco1 (centres undefined) | -1% | i | 0.8 | / | -10% | -4% | -0.2% | 3% | -11% | -18 | 742
CN(Cc1ccccc1)C(=O)CC(=O)N(C)Cc1ccccc1 | 24% | i | 0.2 | / | -9% | 0% | -2.0% | 2% | -10% | -6 | 762
COc1ccc2c(c1)/C(=N/OC(=O)c1cccs1)CCC2 | 0% | i | 0.1 | -1.0% | -3% | 2% | 1.2% | -12% | -1% | -2 | 727
CCN(C(=O)c1ccccc1F)c1nc(-c2ccc(OC)cc2)cs1 | 9% | i | 0.4 | / | -2% | 8% | -0.2% | -9% | -20% | / | /

Among those listed so far, 2 have a Cl atom.
SMILES | AID2073 | Myeloid diff 2 | Myeloid diff 2 GFP+ MAC1+ % | XIAP displacement | LYP inhibition | SIAH1 antagonists | HIV fusion peptide | Dengue-2 NS5 capping | HEK293 NOD2/NF-kB | Lipid droplet | Lipid droplet cells 6.5 µM | others
O=C(c1cccc(OC2CCN(Cc3ccc(F)cc3Cl)CC2)c1)N1CCCC1 | 19% | i | 2.6 | / | -5% | 9% | -0.8% | 3% | 10% | -1 | 635
CCC1CCCCN1C(=O)c1c[nH]c2ccc(S(=O)(=O)N(C)c3ccc(Cl)cc3)cc2c1=O (centres undefined) | 2% | i | 8.5 | 1.2% | 4% | -4% | 1.6% | -1% | 2% | 7 | 789

More structures
SMILES | AID2073 | Myeloid diff 2 | Myeloid diff 2 GFP+ MAC1+ % | XIAP displacement | LYP inhibition | SIAH1 antagonists | HIV fusion peptide | Dengue-2 NS5 capping | HEK293 NOD2/NF-kB | Lipid droplet | Lipid droplet cells 6.5 µM | others
CNC(=O)Nc1ccc2nc(C)oc2c1 | -5% | i | 0.5 | / | -5% | 1% | -1.2% | -1% | -2% | 11 | 674
COC(=O)c1ccc(-n2cnc3ccccc32)nc1 | 2% | i | 0.1 | -14% | -4% | -3% | -1.5% | -1% | -9% | -1 | 679
CS(=O)(=O)N1CCN(c2ccccc2NC(=O)C(c2ccccc2)c2ccccc2)CC1 | -6% | i | 4.9 | -7.1% | 5% | 4% | -1.7% | -4% | -5% | 1 | 757
O=S(=O)(c1ccc2nc(-c3ccco3)c(-c3ccco3)nc2c1)N1CCOCC1 | 77% | i | 0.6 | -5.1% | 12% | 31% | 1.3% | 53% | 8% | / | /
CC1CCCN(C(=O)COC(=O)Cc2ccc(Cl)cc2)C1 (centres undefined) | 2% | i | 0.6 | / | -3% | 0% | -0.3% | 8% | -3% | 20 | 833
COc1ccc(N(CC(=O)N2CCc3ccccc3C2)S(C)(=O)=O)cc1Cl | 7% | i | 0.7 | / | 0% | -2% | 0.4% | 0% | -11% | 2 | 824 | Dengue-2 NS5 capping pilot replicate=0.0
CCOc1ccc(NC(=O)COC(=O)c2ncc(Cl)c(Cl)c2Cl)cc1 | 2% | i | 0.3 | -4.0% | -13% | 4% | -1.0% | -3% | 14% | -1 | 594
O=C(CSc1nc2ccccc2[nH]1)NCc1ccc(F)cc1 | 11% | i | 1.1 | -4.8% | -7% | -4% | 1.3% | 1% | 7% | -23 | 634
COC(=O)CCC(=O)NNC(=O)c1ccc([N+](=O)[O-])cc1 | -9% | i | 0.7 | -7.9% | -6% | -1% | 2.4% | -2% | 1% | 5 | 695
O=C(NC1CCCCC1)C(c1ccccc1F)N(Cc1ccco1)C(=O)c1ccccn1 (centres undefined) | -6% | i | 7.0 | / | -12% | 1% | 2.5% | -10% | 8% | 11 | 797
COc1cccc(-c2cc(C(=O)Nc3cc(C)on3)no2)c1 | -7% | i | 1.2 | -3.8% | -6% | 26% | -1.9% | 2% | -45% | / | /
O=[N+]([O-])c1cccc(S(=O)(=O)NCCOc2cccc3cccnc23)c1 | 1% | i | 4.0 | / | -10% | 7% | 0.9% | -6% | 11% | -2 | 644
COC(=O)c1sc2nc(CSc3nc4ccc(C)cc4[nH]3)[nH]c(=O)c2c1C | 4% | i | 1.2 | -10% | 0% | 0% | 1.7% | -15% | 16% | -23 | 774
Cc1ccc(C2=NN(C(=O)CCl)C(c3ccco3)C2)o1 (centres undefined) | -8% | i | 0.4 | / | -6% | -1% | -0.9% | -58% | -44% | -3 | 691
CCc1ccc(NC(=O)N(CCN(C)C)C(C)c2cccnc2)cc1 (centres undefined) | -2% | i | 1.8 | -1.5% | -8% | -5% | -2.8% | 2% | 4% | / | /
C/C=C/c1ccc(OCC(=O)O)c(OC)c1 | 7% | i | 1.3 | / | -7% | 0% | 1.7% | -7% | 12% | -5 | 708
COc1cc(C2NCCC(=O)C2(C)C)cc(OC)c1OC (centres undefined) | 6% | i | 0.2 | -0.8% | -3% | -1% | 0.7% | 2% | -6% | 29 | 744
CC(=O)Nc1cccc(C(=O)NC2CCCc3c2cnn3-c2ccccc2F)c1 (centres undefined) | 2% | i | 1.1 | / | -9% | 8% | -1.0% | -4% | 18% | 11 | 680
CCCc1ccc(OCC(O)CN2CCN(CCO)CC2)cc1 (centres undefined) | -1% | i | 0.3 | / | -10% | 6% | -0.4% | -5% | -12% | -2 | 825 | Dengue-2 NS5 capping pilot replicate=4.8
CC(C)CCNC(=O)c1cccc(Cl)c1 | 4% | i | 1.6 | -3.2% | -8% | 0% | -0.6% | -5% | -5% | 0 | 819
CCOc1ccccc1C(=O)Oc1ccc2ccc(=O)oc2c1 | 11% | i | 0.7 | / | -10% | -4% | -0.9% | -6% | 8% | -12 | 781
CCCCc1[nH]c(=O)c(C#N)c2c1CCCC2 | 4% | i | 6.2 | -3.2% | -3% | -2% | -4.5% | -6% | 9% | / | /
CCCn1nc([N+](=O)[O-])c(C(C#N)c2nc3ccccc3s2)c(Cl)c1=O (centres undefined) | -7% | i | 7.5 | 0.5% | -2% | -2% | 52% | 28% | -21% | -5 | 795
COc1ccc(S(=O)(=O)N2CCC(C(=O)NCCCn3ccnc3)CC2)cc1C | -7% | i | 0.7 | / | -6% | 4% | 1.1% | 0% | 2% | -6 | 747
O=c1c(Cl)c(NCc2ccccc2)cnn1C12CC3CC(CC(C3)C1)C2 | -3% | i | 0.2 | 2.2% | 0% | -5% | -3.6% | -10% | -40% | -4 | 652
Cc1sc2nc(CN3CCOCC3)nc(NCCc3ccccc3)c2c1C | 4% | i | 2.1 | -5.3% | -10% | 3% | 1.0% | -3% | 20% | 28 | 783
Cc1cc(C)cc(Oc2ccccc2C=O)c1 | -2% | ? | / | 0.0% | -2% | 5% | 3.8% | 8% | 6% | -8 | 696
